# FAS TE block: inhibitors of human fatty acid synthase thioesterase domain. P49327. recombinant FAS-TE, OMFH fluorogenic substrate, fluorescence endpoint. inhibition, % at 15 µM. 0.67% of 360,000 active. AID 602261;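 active means compounds whose normalised, plate-corrected inhibition of enzyme fluorescence in the single-dose primary screen is 50% or more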;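 further: 0% = DMSO with enzyme and 100% = substrate without enzyme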
# MT1-MMP act inh: blocks activation of human MT1-MMP | P50281 | HT1080 RFP-PRO-GFP cells, GFP/RFP ratio fluorescence, overnight; percent of plate control window, DMSO zero | GFP/RFP ratio change, % at 20 µM | 0.061% of 360,000 active;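 active means GFP/RFP ratio change of at least 30% with cell ATP level not reduced by more than half and red fluorescence within 50% of control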; further: strong numbers were not always called active
#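 Test system: HT1080 RFP-PRO-GFP cells; Benchmarks: DMSO and RFP-L50D-GFP cell wells; Timing: cells overnight before dosing, compound overnight, 37 °C, 5% CO2; Compound: one 20 µM compound dose with 1% DMSO; Read-out: GFP/RFP fluorescence ratio.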
# Rin1-Abl PPI inh: inhibitors of human Rin1-Abl protein interaction; TR-FRET Rin1/Abl binding, biochemical; inhibition, % at 7.35 µM; 0.4% of 360,000 active; AID 588664; in the data active means inhibition above about 5%, passing the limit was not always enough
# E coli Lon inh: E. coli protease La inhibition | inhibition, % at 7.94 µM | P0A9M0 | purified E. coli Lon protease, fluorescence polarization | 0.42% of 360,000 active; in the data active means inhibition above about 13%, passing the limit was not always enough;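 further: 0% = enzyme with probe and DMSO and 100% = no enzyme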
# MsrA act: activators of bovine methionine sulfoxide reductase A | purified bovine MsrA, absorbance read-out | activation, % at 10.6 µM | 0.3% of 360,000 active; in the data active means activation above about 7.5%;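 further: 0% = vehicle and 100% = reference activator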
# Rpn11 inh: Rpn11 (human) deubiquitinase inhibition. O00487. 0.59% of 360,000 active. calls only at 20 µM. human 26S proteasome, Ub4-pepOG fluorescence polarization; 20S core pre-blocked with epoxomicin;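 active means inhibition at 20 µM, scaled to each plate's controls, above about 33%, limit read from the data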
# MsrA inhibitor: bovine MsrA inhibition; purified bovine MsrA, absorbance read-out; inhibition, % at 15.5 µM; 0.75% of 360,000 active; AID 651718; in the data active means inhibition above about 4.5%;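 further: 0% = vehicle wells with enzyme and 100% = reference inhibitor wells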
# PABP1 MLLE inh: blocks PAM2 peptide binding to the PABP1 MLLE domain; GST-MLLE / FITC-PAM2 fluorescence polarization; 0.36% of 360,000 active; inhibition, % at 20 µM; AID 588489; P11940; in the data active means inhibition above about 35%, passing the limit was not always enough;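 further: plate controls were DMSO wells with GST-MLLE for no effect and wells lacking GST-MLLE protein for full effect; some results filed as inactive read as strong as hits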
# CSN inh: CSN deneddylation inhibition | 0.38% of 360,000 active | AID 651999 | Purified CSN, SCF-Nedd8-OG deneddylation, fluorescence polarization | Q92905 | inhibition, % at 12.5 µM;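 active means pattern-corrected inhibition above about 35%, with an unprinted fluorescence ratio check between 0.5 and 1.5, limit read from the data, passing the limit was not always enough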;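 further: 0% = enzyme with substrate and 100% = substrate without enzyme; some results filed as inactive read as strong as hits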
#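 Assay system: purified human Csn5 enzyme expressed in HEK293T cells; measure: % inhibition; also added: SCFSkp2-Nedd8OG substrate at 10 nM final; technique: fluorescence polarization; times: reaction 90 min, room temperature; medium: Tris buffer pH 7.5, NaCl, DTT, Tween-20, trehalose, ovalbumin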
# Starred values were filed as active, the others as inactive; i = inactive; · = no result given.
SMILES,FAS TE block,MT1-MMP act inh,Rin1-Abl PPI inh,E coli Lon inh,MsrA act,Rpn11 inh,MsrA inhibitor,PABP1 MLLE inh,CSN inh
CCCCc1cc(=O)oc2cc(OCC(=O)N(CC)CC)ccc12,-8,4,3,6,-1,i,0.4,-4,1
CC(=O)c1cccc(Nc2cc(C)nc3c(C)cc(C)cc23)c1,-7,-2,-5,-2,-6,i,5.9*,-5,-7
Cc1ccccc1-c1nc(NCC2CC2)nc2ccsc12,11,0,-5,3,-2,i,0.7,-9,-1
C=C1CC2(CC(c3ccccc3)OC(c3ccccc3)C2)OC1=O (configuration not stated),-3,-11,9,6,-4,i,0.8,-11,5
O=C(O)c1cccc(Oc2ncnc3sc4c(c23)CCCC4)c1,-4,1,1,1,-1,i,1.1,-12,0
O=C(CSc1nc2ccccc2o1)c1ccccc1,0,0,0,53*,-9,i,-0.5,-13,4
CCc1c(C)nc(SCC(=O)N2CC(C)OC(C)C2)[nH]c1=O (configuration not stated),3,3,3,-16,-3,i,2.0,22,0
CCOc1ccccc1CNC(=O)CCNS(=O)(=O)c1ccc2[nH]c(=O)oc2c1,-12,2,0,-3,-3,i,-1.3,-20,2
CC(C)N1C(=O)S/C(=C\c2ccc(-c3ccc(Cl)c(C(=O)O)c3)o2)C1=O,69*,-6,-2,-6,-7,i,0.7,3,7
Cc1cn([C@H]2C[C@H](O)[C@@H](CCC(=O)NCCc3ccc4ccccc4c3)O2)c(=O)[nH]c1=O,-4,1,3,-11,1,i,-1.7,-5,2
CCOP(=O)(CN(CC)C(=O)c1ccccc1Br)OCC,-2,1,1,1,-3,i,-0.3,-14,1
CN(C)CCCN(C(=O)c1ccc(S(=O)(=O)N2CCc3ccccc3C2)cc1)c1nc2c(F)cccc2s1,7,-2,0,2,-1,i,-1.6,-4,-1
CCc1ccccc1NC(=O)Nc1ccsc1C(=O)OC,2,-3,-4,-3,-7,i,1.3,10,-1
Cc1cc(C)cc(N2C(=O)C3C4C=CC(C4)C3C2=O)c1 (configuration not stated),-3,4,3,-8,1,i,0.4,-2,-3
CC(OC(=O)c1cccnc1Cl)C(=O)Nc1ccc2c(c1)OCO2 (configuration not stated),3,0,0,-1,-1,i,-1.3,2,-4
Cc1ccc(C)c(S(=O)(=O)Nc2ccc(C(=O)NCC(c3ccco3)N(C)C)cc2)c1 (configuration not stated),-8,2,3,-11,-4,i,1.1,-4,-1
COc1cccc(/C=C/C(=O)Nc2ccc3nc4n(c(=O)c3c2)CCCC4)c1OC,0,6,-2,-2,-12,i,3.4,-11,-2
O=C(CNC(=O)c1ccc(Br)o1)Nc1ccc(N2CCCCCC2)cc1,6,1,2,-4,-3,i,0.2,-1,3
Cc1nnc(C)c2c(C)n(-c3ccccc3)c(C)c12,-4,-5,-2,-8,-8,i,0.2,-33,1
O=C(CSc1nnc(CNC(=O)c2c(F)cccc2F)o1)Nc1ccc2c(c1)OCO2,-4,0,5,-5,1,i,-0.1,23,-1

# No new results follow: an excerpt of the list.
SMILES,FAS TE block,MT1-MMP act inh,Rin1-Abl PPI inh,E coli Lon inh,MsrA act,Rpn11 inh,MsrA inhibitor,PABP1 MLLE inh,CSN inh
CCCCc1cc(=O)oc2cc(OCC(=O)N(CC)CC)ccc12,-8,4,3,6,-1,i,0.4,-4,1
CC(=O)c1cccc(Nc2cc(C)nc3c(C)cc(C)cc23)c1,-7,-2,-5,-2,-6,i,5.9*,-5,-7
Cc1ccccc1-c1nc(NCC2CC2)nc2ccsc12,11,0,-5,3,-2,i,0.7,-9,-1
C=C1CC2(CC(c3ccccc3)OC(c3ccccc3)C2)OC1=O (configuration not stated),-3,-11,9,6,-4,i,0.8,-11,5
O=C(O)c1cccc(Oc2ncnc3sc4c(c23)CCCC4)c1,-4,1,1,1,-1,i,1.1,-12,0
O=C(CSc1nc2ccccc2o1)c1ccccc1,0,0,0,53*,-9,i,-0.5,-13,4
CCc1c(C)nc(SCC(=O)N2CC(C)OC(C)C2)[nH]c1=O (configuration not stated),3,3,3,-16,-3,i,2.0,22,0
CCOc1ccccc1CNC(=O)CCNS(=O)(=O)c1ccc2[nH]c(=O)oc2c1,-12,2,0,-3,-3,i,-1.3,-20,2
CC(C)N1C(=O)S/C(=C\c2ccc(-c3ccc(Cl)c(C(=O)O)c3)o2)C1=O,69*,-6,-2,-6,-7,i,0.7,3,7
Cc1cn([C@H]2C[C@H](O)[C@@H](CCC(=O)NCCc3ccc4ccccc4c3)O2)c(=O)[nH]c1=O,-4,1,3,-11,1,i,-1.7,-5,2
CCOP(=O)(CN(CC)C(=O)c1ccccc1Br)OCC,-2,1,1,1,-3,i,-0.3,-14,1
CN(C)CCCN(C(=O)c1ccc(S(=O)(=O)N2CCc3ccccc3C2)cc1)c1nc2c(F)cccc2s1,7,-2,0,2,-1,i,-1.6,-4,-1
CCc1ccccc1NC(=O)Nc1ccsc1C(=O)OC,2,-3,-4,-3,-7,i,1.3,10,-1
Cc1cc(C)cc(N2C(=O)C3C4C=CC(C4)C3C2=O)c1 (configuration not stated),-3,4,3,-8,1,i,0.4,-2,-3
CC(OC(=O)c1cccnc1Cl)C(=O)Nc1ccc2c(c1)OCO2 (configuration not stated),3,0,0,-1,-1,i,-1.3,2,-4
Cc1ccc(C)c(S(=O)(=O)Nc2ccc(C(=O)NCC(c3ccco3)N(C)C)cc2)c1 (configuration not stated),-8,2,3,-11,-4,i,1.1,-4,-1
COc1cccc(/C=C/C(=O)Nc2ccc3nc4n(c(=O)c3c2)CCCC4)c1OC,0,6,-2,-2,-12,i,3.4,-11,-2

# (list continues)
SMILES,FAS TE block,MT1-MMP act inh,Rin1-Abl PPI inh,E coli Lon inh,MsrA act,Rpn11 inh,MsrA inhibitor,PABP1 MLLE inh,CSN inh
CC(C)(C)c1ccc(OCC(=O)NNC(=S)NC(=O)c2ccco2)c(Br)c1,10,0,-2,-6,1,i,-0.2,23,2
CC1(c2ccc(OC(F)F)cc2)NC(=O)N(CC(=O)Nc2ccc(N3CCCCC3)cc2)C1=O (configuration not stated),-5,10,0,4,-3,i,0.7,4,-6
CCCCc1nnc2c(N(C)S(=O)(=O)c3ccc(C)cc3)nc3ccccc3n12,-3,0,-4,-11,-3,i,1.4,-4,-4
CN(C)N1C(N)=C(C#N)C(c2cccs2)C2=C1CC(C)(C)CC2=O (configuration not stated),1,-2,-1,7,0,i,-0.6,-2,-12
COC(=O)c1cc(OC)cc(O)c1C(=O)c1c(O)cc(C)cc1O,-8,4,0,-5,-8,i,1.7,-3,-1
Cc1cccc(NC(=O)Cn2cc(C(=O)C3CC3)c3ccccc32)c1C,2,6,3,-14,-9,i,0.5,-2,1
Fc1ccc(N2CN(Cc3cccnc3)CNC2=S)cc1,-5,-1,3,11,-1,i,-0.9,-35,0
COc1ccc(-c2[nH]ncc2CN2CCC(N3CCSCC3)CC2)cc1F,-4,6,3,4,-4,i,-1.9,19,-1
CCOC(=O)c1c(NC(=O)c2c(Br)cnn2CC)sc(C)c1C,17,-7,2,-7,-3,i,-0.7,26,0
c1cncc(-c2nnc(C3CCCCC3)o2)c1,-3,-2,0,-10,-6,i,0.7,-3,2
O=C(NN=C1CCCCC1)c1ccccc1-n1cccc1,-2,-1,2,5,4,i,-0.6,-10,3
CN(CC(=O)Nc1ccc(OC(F)(F)F)cc1)C(=O)Cc1c(Cl)cccc1Cl,8,-1,-2,5,-3,i,0.4,1,-2
CC[C@]12c3[nH]c4ccc(OC)cc4c3CCN1C(=O)C(CC(=O)NCCc1ccccn1)C[C@@H]2C(=O)N1CCN(C(=O)C2CC2)CC1 (some centres not stated),-14,2,-2,-2,-2,i,1.1,8,2
Cc1nc2ccccc2c(=O)n1NC(=O)c1ccccc1Br,-9,2,0,4,-6,i,-0.8,16,2
COc1ccc(-c2nnc(SCC(=O)N3c4ccccc4Sc4ccccc43)o2)cc1,30,-9,0,-2,-4,i,0.4,3,3
Cc1cc(=O)oc(C)c1C(=O)NCc1ccccn1,-7,-3,-1,0,-3,i,0.9,7,2
CCN1C(=O)c2cccc3c(S(=O)(=O)Nc4nc(C)cs4)ccc1c23,3,12,-3,10,-5,i,·,25,1
COc1cc(CNC(=O)Nc2nc(C(N)Cc3ccc(C(F)(F)F)cc3)cs2)cc(OC)c1OC (configuration not stated),1,-7,-2,2,0,i,-2.2,-1,3
CCn1c(=O)n(CC(=O)N2CCN(c3ccccc3F)CC2)c(=O)c2ccccc21,9,2,0,-1,-2,i,1.3,9,6
CCOC(=O)C(NC(=O)CC)(Nc1ccc(S(=O)(=O)Nc2ncccn2)cc1)C(F)(F)F (configuration not stated),-7,5,-3,-2,-7,i,-0.4,-5,-5
CCC(C)(C)NC(=O)C(c1ccc(OC)cc1)N(Cc1cccs1)C(=O)CCC(=O)Nc1cc(C)on1 (configuration not stated),3,-4,-1,-4,-6,i,-0.2,-13,3
CC(NC(=O)c1cccs1)C(=O)NC1=NCCS1 (configuration not stated),-4,0,0,7,-2,i,1.7,27,1
Cc1ccc(C)c(OCC(=O)O/N=C(\N)c2cccc([N+](=O)[O-])c2)c1,-4,1,-2,1,0,i,1.0,8,1
COc1cc(C(=O)OC2CC3CCC2(C)C3(C)C)ccc1OC(C)=O (configuration not stated),25,-1,-3,-10,-1,i,0.4,4,-1
Cc1cc(N(C)Cc2ccccc2)nc(-c2ccccc2)n1,21,-3,-2,-1,-1,i,1.4,0,4
CCc1nc2c(OCCOc3ccccc3)cccn2c1N(C)C(=O)c1ccc(C)cc1,-16,1,0,-8,1,i,0.4,15,0
COCCNC(=O)c1nn2cccnc2c1Cl,-9,-3,0,4,-2,i,0.5,3,1
c1cc(-c2ccsc2)n2cnnc2c1,-9,-6,2,4,-3,i,1.2,6,-3
Cn1c(=O)[nH]c(=O)c2c1nc(SCCN1CCOCC1)n2Cc1ccccc1,-5,6,0,-9,1,i,2.4,-62,2
Cc1ccc(-c2nn(-c3ccccc3)cc2C(=O)Nc2cccc(S(=O)(=O)NC3=NCCC3)c2)cc1,9,-1,1,-1,-4,i,-0.3,-48,4
COc1cccc(-c2cc(C(=O)NCCCn3ccnc3)c3ccccc3n2)c1,-13,-4,0,-4,-3,i,1.7,11,-9
COc1ccc(C(C)=O)cc1Cn1c(C)c(C(=O)NCCC#N)sc1=O,-7,0,-1,2,-4,i,0.8,0,-6
CCC(C)NC(=O)C1CCCN(C(=O)NC2CCCCC2)C1 (configuration not stated),-6,0,-1,-2,-10,i,-0.5,7,-3
O=C(NCCS(=O)(=O)NCCCc1ccccc1)c1ccccc1,-3,-1,-3,-5,-4,i,0.4,11,1
O=C1NC(=O)C2(C=C(c3ccccc3)C(O)(c3ccccc3)C2)N1 (configuration not stated),-3,4,-1,-12,2,i,0.7,-11,3
CCCCC(C(=O)NC1CCCC1)N(C(=O)c1snc(C(N)=O)c1N)c1ccc(F)cc1 (configuration not stated),-2,0,1,-5,2,i,1.4,13,-1
Cc1cc(-c2csc(NC(=O)C3=COCCO3)n2)c(C)n1C,-3,-2,-2,-6,-2,i,0.1,-22,13
CC1(OC(=O)c2ccc(Cl)nc2)C(=O)C=C2C=C3CCCN3C=C2C1=O (configuration not stated),-1,6,5,9,-3,i,-0.3,-3,34
